# NR5A2 inv ag: LRH-1 (NR5A2) inverse agonists, primary screen, cell-based, luminescence, HEK293T, StAR-luciferase reporter; LRH-1 transfected, 24 h; Nuclear receptor subfamily 5 group A member 2 (Homo sapiens), O00482; 360,000 tested, 0.13% active; inhibition, % at 3.6 µM; AID 602396, 2012;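 active = inhibition above the mean inhibition of all tested compounds plus 3 SD, cut at about 73% in these data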;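 note: 0% = DMSO wells and 100% = reporter-only cells lacking LRH-1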
# C8 TRAIL sens: viability loss with TRAIL in NB7+C8 cells, primary screen, TRAIL sensitizer project, cell-based, ATPlite luminescence | 360,000 tested, 1% active | inhibition (viability loss, TRAIL sensitization), % at 10 µM | AID 624354, 2012;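 active = compounds causing at least 50% loss of cell viability in the single-dose screen, relative to plate controls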
# SRC2 inh: inhibition of GAL4-SRC2 driven luciferase reporter, primary screen, SRC2 inhibitor project, cell-based, luminescence | HEK293 GAL4-SRC2 luciferase reporter | 370,000 tested, 0.17% active | AID 651957, 2012 | inhibition, % at 9 µM;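 active = inhibition above the mean inhibition of all tested compounds plus 3 SD, set per campaign, cut at about 52% in these data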;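 note: 0% = DMSO treated cells and 100% = cells given Gossypol at 36 µM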
# LMP1 NFkB inh: EBV LMP1-driven NF-kappaB luciferase reporter inhibitors, primary screen, cell-based, luminescence, single point; AID 504558, 2011; inhibition, % at 12.5 µM; 350,000 tested, 0.69% active; LMP1-induced NF-kappaB luciferase reporter cells; in the data active = inhibition above about 41%; inconclusive = no clear call, values can overlap the other calls;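 note: 0% = neutral control wells and 100% = reference inhibitor control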
# Vif imaging: HIV Vif self-association inhibitors, primary screen, imaging, HEK293T, single point | HEK293T cells, Vif self-association by quenched fluorescence, 24 h | inhibition, % at 7.49 µM | 340,000 tested, 0.35% active; in the data active = inhibition above about 50%, passing the limit was not always enough; inconclusive = no clear call, values can overlap the other calls; inactive = below about 31%; note: some results filed as inactive read as strong as hits
# NCOA3 inh: SRC3 coactivator transcriptional activity inhibitors, primary screen, cell-based, luminescence; Nuclear receptor coactivator 3 (Homo sapiens), Q9Y6Q9; HEK293 GAL4-SRC3 luciferase reporter; inhibition, % at 3.6 µM; 360,000 tested, 0.17% active; AID 588352, 2011;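 active = inhibition above a per-campaign cutoff, the mean of all compounds plus 3 SD, cut at about 60% in these data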;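 note: 0% = DMSO-treated cells and 100% = gossypol-treated cells at 36 µM; higher means less SRC3-driven luciferase light from the GAL4 reporter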
# NOD2 RIPK2 PPI: NOD2-RIPK2 binding disruptors in cells, primary screen, fluorescence, CHO cells, BLA complementation. Receptor-interacting serine/threonine-protein kinase 2 (Homo sapiens), O43353. CCF4 ratio. inhibition, % at 4.98 µM. 360,000 tested, 0.38% active. AID 624267, 2012; in the data active = inhibition above about 21%;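 note: 0% = vehicle only and 100% = reference blocker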
# NCOA1 inh: SRC1 coactivator transcriptional activity inhibitors, primary screen, cell-based, luminescence | 360,000 tested, 0.12% active | inhibition, % at 3.6 µM | HEK293 GAL4-SRC1 luciferase reporter | AID 588354, 2011;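 active = inhibition above the campaign mean plus 3 SD, with each screening campaign given its own cutoff, cut at about 60% in these data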;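 note: 0% = DMSO treated cells and 100% = gossypol at 36 µM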
# Target sequence (Q15788 whole entry, looked up, the tested form may be a part): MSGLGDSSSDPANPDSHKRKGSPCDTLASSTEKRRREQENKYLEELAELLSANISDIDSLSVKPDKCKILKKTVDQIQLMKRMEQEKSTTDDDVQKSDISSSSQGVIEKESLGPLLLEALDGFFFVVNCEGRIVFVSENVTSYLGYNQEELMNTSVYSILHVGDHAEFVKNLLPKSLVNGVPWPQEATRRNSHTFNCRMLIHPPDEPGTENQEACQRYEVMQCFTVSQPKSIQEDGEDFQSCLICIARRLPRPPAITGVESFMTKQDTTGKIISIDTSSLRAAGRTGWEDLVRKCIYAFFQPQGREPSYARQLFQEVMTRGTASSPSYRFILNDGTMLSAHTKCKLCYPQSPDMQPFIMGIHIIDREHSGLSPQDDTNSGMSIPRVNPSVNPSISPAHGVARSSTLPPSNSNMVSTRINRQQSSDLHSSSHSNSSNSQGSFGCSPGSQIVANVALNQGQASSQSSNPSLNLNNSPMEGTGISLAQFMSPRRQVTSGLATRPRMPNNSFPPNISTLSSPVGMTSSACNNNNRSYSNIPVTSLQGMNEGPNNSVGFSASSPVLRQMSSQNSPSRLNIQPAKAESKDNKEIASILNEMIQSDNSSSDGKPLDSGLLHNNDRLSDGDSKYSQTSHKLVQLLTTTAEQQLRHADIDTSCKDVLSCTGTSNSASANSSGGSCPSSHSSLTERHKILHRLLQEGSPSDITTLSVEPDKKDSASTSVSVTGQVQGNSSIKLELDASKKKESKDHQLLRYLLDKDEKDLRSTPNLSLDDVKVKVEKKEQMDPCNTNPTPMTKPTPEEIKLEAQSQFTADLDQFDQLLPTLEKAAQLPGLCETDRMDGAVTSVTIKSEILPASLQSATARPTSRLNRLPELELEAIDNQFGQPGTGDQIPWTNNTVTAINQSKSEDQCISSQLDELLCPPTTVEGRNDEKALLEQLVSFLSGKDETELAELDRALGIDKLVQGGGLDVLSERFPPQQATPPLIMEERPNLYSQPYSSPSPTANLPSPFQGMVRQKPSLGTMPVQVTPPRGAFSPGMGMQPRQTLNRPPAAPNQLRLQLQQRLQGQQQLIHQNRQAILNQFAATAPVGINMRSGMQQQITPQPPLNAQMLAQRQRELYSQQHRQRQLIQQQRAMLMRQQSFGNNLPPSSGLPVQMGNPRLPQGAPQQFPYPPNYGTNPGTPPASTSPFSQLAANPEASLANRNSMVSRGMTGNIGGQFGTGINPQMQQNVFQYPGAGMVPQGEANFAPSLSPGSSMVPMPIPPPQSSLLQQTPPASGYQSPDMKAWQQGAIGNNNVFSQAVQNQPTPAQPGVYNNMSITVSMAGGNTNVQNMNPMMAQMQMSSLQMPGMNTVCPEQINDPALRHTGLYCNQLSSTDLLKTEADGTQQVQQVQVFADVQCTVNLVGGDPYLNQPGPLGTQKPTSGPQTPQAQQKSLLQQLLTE
# COUP-TFII inh: NR2F2 transcriptional activity inhibitors, primary screen, cell-based, luciferase reporter, HEK293T, luminescence; COUP transcription factor 2 (Homo sapiens), P24468; HEK293T NGFI-A luciferase reporter; inhibition, % at 8.6 µM; 370,000 tested, 0.7% active; AID 686940, 2013;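 active = inhibition above a per-plate cutoff, mean inhibition of test wells between control levels plus 3 SD, cut at about 38% in these data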;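 note: cells cotransfected with COUP-TFII expression vector driving the NGFI-A reporter; 0% = median of COUP-TF2 test wells and 100% = reporter-only cells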
# TROY signal inh: inhibitors of TROY-driven NF-kB signaling, primary screen, Q293 LMP1-TROYcd cells, NF-kB luciferase, uHTS; inhibition, % at 10 µM; Q293 LMP1-TROYcd NF-kB luciferase reporter, 4 h; 360,000 tested, 0.98% active; AID 1347056, 2019;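 active = compounds whose plate-normalised and pattern-corrected inhibition of the luciferase reporter signal at the single screening dose is 50% or more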
# TLR9-MyD88 block: inhibitors of TLR9-MyD88 association in cells, primary screen, cell-based, CHO, BLA complementation, fluorescence | CCF4 FRET ratio | AID 504734, 2011 | inhibition, % at 4.98 µM | Toll-like receptor 9 (Homo sapiens) + Myeloid differentiation primary response protein … | 340,000 tested, 0.21% active;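 active = inhibition above the mean over all tested compounds plus 3 SD, cut at about 21% in these data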;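 note: 0% = DMSO only wells and 100% = clavulanate BLA inhibitor control wells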
# * hit, by the source's call; ? = inconclusive; . = no result given. Only part of the results is shown; rates above refer to the full screens.
nr	canonical_smiles	NR5A2 inv ag	C8 TRAIL sens	SRC2 inh	LMP1 NFkB inh	Vif imaging	NCOA3 inh
1	Cc1ccc(N2CCN(C(C(=O)Nc3c(C)cccc3C)c3cc4ccccc4o3)CC2)cc1 (stereo not drawn)	-11	4	-26	.	.	.
2	COc1cc2c(cc1NC(=O)CSc1cccc[n+]1[O-])oc1ccccc12	14	-6	-6	2	-3	1
3	CC(=O)c1ccc(OCC(=O)c2ccc(-c3ccccc3)cc2)cc1	11	18	10	2	4	12
4	COc1cc2c(cc1OC)-c1cc(NC3CCCCCC3)nc(=O)n1CC2	5	15	-48	-3	6	-38
5	Nc1nc(-c2ccccc2Br)cs1	9	-17	-17	-3	8	11
6	CCCCNC(=O)COCc1cc(-c2ccc3c(c2)OCO3)on1	-12	11	-29	2	-10	-25
7	CC(C)c1ccc(S(=O)(=O)Nc2ccc(O)c(Sc3ncn[nH]3)c2)cc1	-27	-5	10	12	-10	3
8	CCOC(=O)CC(=O)CSc1nc2ccccc2c(=O)n1-c1ccc(C(=O)NCCOC)cc1	-10	-10	-4	1	-9	9
9	COc1ccc(-c2[nH]ncc2CN(C)C(C)c2ccon2)cc1F (stereo not drawn)	9	0	14	0	-4	4
10	COc1ccc(N/N=C(\C#N)C(=N)SCc2ccccc2)cc1	11	-2	5	35	6	37

nr	NOD2 RIPK2 PPI	NCOA1 inh	COUP-TFII inh	TROY signal inh	TLR9-MyD88 block
1	-1	.	11	.	.
2	2	-17	2	-78	-5
3	16	4	-10	-1	15
4	-7	-25	-27	0	3
5	0	0	-6	-32	-58
6	5	-13	1	-67	-4
7	2	3	-5	-10	-12
8	-21	21	2	-5	-1
9	5	2	-6	-11	0
10	-11	33	6	52*	1

# Additional entries
nr	canonical_smiles	NR5A2 inv ag	C8 TRAIL sens	SRC2 inh	LMP1 NFkB inh	Vif imaging	NCOA3 inh
11	Nc1nonc1-c1noc(CCCCCN2C(=O)c3ccccc3C2=O)n1	-3	2	-30	9	10	9
12	COC(=O)c1cc(S(=O)(=O)NCCc2sccc2C)c[nH]1	-16	-4	-6	7	12	2
13	COc1ccc(N(CC(=O)Nc2c(C)n(C)n(-c3ccccc3)c2=O)S(=O)(=O)c2ccccc2)cc1OC	-12	-3	10	6	-10	-18
14	O=C1CCN(S(=O)(=O)c2ccccc2)CCN1CCOCc1cccc(F)c1	-8	13	12	9	-4	4
15	O=C(N/N=C/c1ccco1)/C(=C/c1cccc([N+](=O)[O-])c1)NC(=O)c1ccccc1	6	-12	-2	-7	2	-11
16	O=C(NCc1ccccn1)C1CCN(S(=O)(=O)N2CCCCC2)CC1	12	2	-1	1	?	5
17	COc1ccc(CCN2C(=O)c3ccccc3NC2c2cc(Cl)c(O)c(OC)c2)cc1 (stereo not drawn)	19	6	-42	7	0	21
18	CCOC(=O)CCCn1ccc2cc(S(=O)(=O)N3CCCC3)ccc21	8	3	-4	-5	14	-7
19	CC(C)(C)NC(=O)CSc1nnc(CN2CCCCCC2=O)n1-c1ccccn1	11	-7	3	3	.	18
20	O=C(N/N=C/c1cc([N+](=O)[O-])ccc1Cl)c1cnccn1	-2	-16	4	-2	2	-10

nr	NOD2 RIPK2 PPI	NCOA1 inh	COUP-TFII inh	TROY signal inh	TLR9-MyD88 block
11	3	-26	7	-35	6
12	0	8	9	4	1
13	5	-11	12	0	-5
14	-1	-3	5	-26	3
15	5	12	-6	17	12
16	3	7	-7	-8	4
17	5	-1	-1	-7	-4
18	-1	6	0	17	-11
19	-9	-4	5	-9	4
20	1	4	-18	9	4

# In the list so far, these contain a furan ring, fused or not.
nr	canonical_smiles	NR5A2 inv ag	C8 TRAIL sens	SRC2 inh	LMP1 NFkB inh	Vif imaging	NCOA3 inh
1	Cc1ccc(N2CCN(C(C(=O)Nc3c(C)cccc3C)c3cc4ccccc4o3)CC2)cc1 (stereo not drawn)	-11	4	-26	.	.	.
2	COc1cc2c(cc1NC(=O)CSc1cccc[n+]1[O-])oc1ccccc12	14	-6	-6	2	-3	1
15	O=C(N/N=C/c1ccco1)/C(=C/c1cccc([N+](=O)[O-])c1)NC(=O)c1ccccc1	6	-12	-2	-7	2	-11

nr	NOD2 RIPK2 PPI	NCOA1 inh	COUP-TFII inh	TROY signal inh	TLR9-MyD88 block
1	-1	.	11	.	.
2	2	-17	2	-78	-5
15	5	12	-6	17	12

# The list goes on:
nr	canonical_smiles	NR5A2 inv ag	C8 TRAIL sens	SRC2 inh	LMP1 NFkB inh	Vif imaging	NCOA3 inh
21	Cc1cc(C)c(NC(=O)c2cc3c(nc4sccn43)s2)c(C)c1	-15	-18	2	13	-6	9
22	CC(=O)CC(=O)Nc1cccc2c1CCCC2	3	-3	2	-3	11	1
23	CC(=O)NC(CCCNC(=S)NC1CCCCC1)C(=O)O (stereo not drawn)	-15	-1	-36	-4	-2	2
24	CSCC[C@H](NC(=O)N1CCn2c1nc1ccccc12)C(=O)N[C@@H](C(=O)O)c1ccccc1	1	-8	6	-4	0	6
25	CCOc1ccc(C(=O)CSc2nnc3ccccn23)cc1	-32	-5	-37	-19	1	-41
26	COc1ccc(C(=O)Nc2ccc3nc(C)sc3c2)cc1S(=O)(=O)N1CCOCC1	7	-3	-1	3	-13	-12
27	O=S(=O)(NC1CC1)c1ccc(Cl)cc1	-8	-1	5	7	-1	10
28	COc1ccc(NC(=O)CCCC(=O)NCCc2ccc(OC)c(OC)c2)cc1	2	-21	-14	5	-1	-3
29	CC(C)CC(NC(=O)C(NC(=O)OC(C)(C)C)C(C)C)C(=O)N1CCCC1C(N)=O (stereo not drawn)	5	4	-44	-3	0	15
30	COCCCn1c(=O)c2sccc2n2c(CCCC(=O)NCc3ccc(F)cc3)nnc12	15	-7	-5	1	1	-23

nr	NOD2 RIPK2 PPI	NCOA1 inh	COUP-TFII inh	TROY signal inh	TLR9-MyD88 block
21	3	-23	13	2	-1
22	1	-11	4	13	-2
23	-11	2	-1	-3	-1
24	-11	6	-3	4	10
25	-18	-50	-4	-4	3
26	4	-11	6	-2	-13
27	3	6	12	-6	-12
28	-7	-2	-9	-13	0
29	-10	12	-12	.	-1
30	9	3	-11	-23	-2

# Next compounds follow:
nr	canonical_smiles	NR5A2 inv ag	C8 TRAIL sens	SRC2 inh	LMP1 NFkB inh	Vif imaging	NCOA3 inh
31	O=C(NCc1cc([N+](=O)[O-])ccc1O)c1cccnc1Sc1ccc(Cl)cc1	6	32	-8	-2	-10	-8
32	COc1ccc(OC)c(/C=C/C(=O)N(C)CC(=O)Nc2ccc(C)cc2)c1	-5	16	0	8	-3	3
33	COc1ccc(/C=C(\C#N)c2c[nH]c3ccccc23)cc1	16	18	-13	-23	52*	-30
34	COc1ccccc1NC(=O)Nc1ccc2c(c1)CCC2	-141	25	-64	-30	.	-103
35	O=C(COc1ccccc1O)NNc1ccccc1	-7	-2	-60	-25	-1	41
36	COc1ccc(/C=C/C(=O)Oc2cccc(/C=N/NC(=O)COc3c(C)cccc3C)c2)cc1	-66	-4	-5	-42	-10	-52
37	COc1ccc(C)cc1COC(=O)c1[nH]c(C)c(C(C)=O)c1C	-14	18	4	0	7	-15
38	CCOC(=O)c1cc(NC(=O)C2C3CCC(O3)C2C(=O)O)cc(C(=O)OCC)c1 (stereo not drawn)	-10	14	4	0	23	9
39	Cc1nnc(SCC(=O)Nc2sc3c(c2C#N)CCCC3)[nH]c1=O	13	-3	-25	-5	-3	-2
40	COc1cccc(/C=N/n2c(-c3cc(C)[nH]n3)n[nH]c2=S)c1OC	-1	4	-2	2	7	-4

nr	NOD2 RIPK2 PPI	NCOA1 inh	COUP-TFII inh	TROY signal inh	TLR9-MyD88 block
31	-15	-34	1	12	-1
32	-15	-6	2	-11	-6
33	13	-34	-41	24	-1
34	1	-55	-51	-75	-3
35	10	25	-1	5	0
36	-5	-74	-18	-36	-10
37	-6	7	6	15	-7
38	2	-23	1	-4	-2
39	-11	-15	9	-1	2
40	-4	-8	-4	7	-1

# Three compounds from above, reduced to LMP1 NFkB inh and NR5A2 inv ag.
no.	SMILES	LMP1 NFkB inh	NR5A2 inv ag
6	CCCCNC(=O)COCc1cc(-c2ccc3c(c2)OCO3)on1	2	-12
36	COc1ccc(/C=C/C(=O)Oc2cccc(/C=N/NC(=O)COc3c(C)cccc3C)c2)cc1	-42	-66
5	Nc1nc(-c2ccccc2Br)cs1	-3	9

# Next section:
nr	canonical_smiles	NR5A2 inv ag	C8 TRAIL sens	SRC2 inh	LMP1 NFkB inh	Vif imaging	NCOA3 inh
41	COc1cc(C(O)CO)ccc1OS(=O)(=O)O (stereo not drawn)	-29	8	-1	1	-4	-20
42	CCOc1ccc(OCC(O)CNC2CCN(Cc3ccccc3)CC2)cc1 (stereo not drawn)	3	2	2	0	-6	23
43	CCOC(=O)C(Cc1c[nH]c2ccccc12)NC(=O)CNC(C)=O (stereo not drawn)	11	-3	-11	-11	2	-6
44	CC1(C)CC(=O)C=C(c2ccc(-c3ccccc3)cc2)C1=O	-54	12	-53	-7	2	-69
45	CCC(C)(C)n1nnnc1C(c1ccc(OC)c(OC)c1)N1CCN(c2cccc(OC)c2)CC1 (stereo not drawn)	8	-2	22	8	2	29
46	Cc1ccc(S(=O)(=O)N2CCN(C(=O)COC(=O)CNC(=O)c3ccccc3F)CC2)c(C)c1	-35	-6	-17	7	-2	2
47	CN(C)CCCN(C(=O)c1cc2cc([N+](=O)[O-])ccc2s1)c1nc2cc3c(cc2s1)OCCO3	-10	91*	-32	-81	-8	-2
48	CC(C)=C(NC(=O)c1ccccc1)C(=O)NCc1ccccc1	6	-2	-8	-7	.	5
49	COC(=O)c1cccc(C(=O)N2CCC(CO)(Cc3ccccc3Cl)CC2)c1	0	-2	14	0	-3	20

nr	NOD2 RIPK2 PPI	NCOA1 inh	COUP-TFII inh	TROY signal inh	TLR9-MyD88 block
41	-4	8	6	-12	-4
42	2	10	-2	3	4
43	1	3	-7	2	3
44	-6	-47	-26	-40	-1
45	-5	-34	7	6	9
46	3	-10	13	-5	-9
47	0	-13	-13	64*	-1
48	7	13	-4	-16	-12
49	13	-15	-11	6	-1

# Bioassay records deposited in PubChem BioAssay by several laboratories.
